# HEK293 NFkB inh: inhibitors of the PMA/ionomycin-induced NF-kB reporter in HEK293 cells; inhibition, % at 3 µM; HEK-293 NF-kB luciferase reporter, luminescence; 0.21% of 62,000 active;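 active means inhibition above the mean of all tested compounds plus 3 SD, cut at about 40% in these data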;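 further: 0% = stimulated DMSO wells and 100% = 10 µM reference inhibitor 5653914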
#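 Timing: 1 h pretreatment, 16 h stimulation, 37 °C; system: HEK-293 cells with stable firefly luciferase reporter driven by four HIV NF-kB elements; doses: 3 µM once, 0.30% DMSO; measured by: luciferase luminescence; control set: DMSO and 10 µM reference inhibitor; repeats: single test; reagent: PMA plus ionomycin mix as NF-kB-activating stimulus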
# Autofluor 339: intrinsic fluorescence of library compounds, ex339/em460 – biochemical, MLSMR library, data from DPM-DC assay, artefact control, profiling panel. fluorescence fold increase at 10 µM. 5.5% of 65,000 active. compound autofluorescence, ex339/em460 nm, NADH buffer; hits give high values; 1 = no-compound wells, NADH background;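 active means at 10 µM, mean starting fluorescence two-fold or more over control wells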;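 further: signal is the first read of a kinetic run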
# MMP13 inh: MMP13 (human) collagenase inhibition. P45452. MMP-13 fTHP FRET cleavage, Mca fluorescence. inhibition, % at 4 µM. 0.07% of 65,000 active. AID 570;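 active means inhibition above the mean of compound-free control plate wells plus 3 SD, cut at about 14% in these data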;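 further: 0% = DMSO wells and 100% = wells with reference MMP-13 inhibitor after basal subtraction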
# JNK3 blocker: blocks human JNK3 kinase activity; AID 746; P53779; inhibition, % at 8 µM; 0.61% of 60,000 active; purified JNK3 kinase activity, HTS; in the data active means inhibition above about 17%;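 further: 0% = DMSO and 100% = reference inhibitor; many of its hits are not listed in these tables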
# NADH coupling: blocks coupling enzymes of NAD/NADH assays | coupled PK/LDH NADH assays, four targets | IC50, µM (doses to about 10 µM), without a hit: top-dose inhibition | 0.02% of 65,000 active | AID 774;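 active means single-dose screening hits from any of four coupled enzyme assays that gave an IC50 when retested across doses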;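 further: the DPM-DC format reads NADH fluorescence rather than 340 nm absorbance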
# PKA inh: inhibitors of human protein kinase A; P17612; PKA Kemptide phosphorylation, Kinase-Glo ATP luminescence; inhibition, % at 6 µM; 0.1% of 65,000 active; AID 524;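 active means inhibition above the screen-wide mean inhibition plus 3 SD, cut at about 21% in these data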; further: many of its hits are not listed in these tables
# Ecoli tolC: blocks growth of E. coli BW25113 tolC mutant; growth inhibition, % at 10 µM (by protocol); OD615; 2.2% of 65,000 active;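 active means growth inhibition at or above a cutoff equal to the mean over every tested compound plus 3 SD, cut at about 60% in these data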;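 further: growth measured after 20 h incubation at 37 °C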
#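 Test system: tolC-deleted E. coli BW25113; medium: LB with kanamycin 50 µg/mL; compound: single-point testing at 10 µM; incubation: 20 h compound exposure of bacteria at 37 °C; signal: OD at 615 nm; evaluation: growth inhibition in percent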
# ROCK2 inh: inhibitors of human Rho kinase 2; inhibition, % at 6 µM; O75116; purified ROCK2, Kinase-Glo ATP depletion luminescence; 0.35% of 60,000 active;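 active means inhibition above the screen-wide mean inhibition plus 3 SD, cut at about 18% in these data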;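 further: plate controls were DMSO wells for no effect and Y-27632 control wells after no-enzyme background subtraction for full effect; many of its hits are not listed in these tables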
# A340 absorber: absorbance at 340 nm; 65,000 tested, under 10 active; fold change at 10 µM; compound absorbance at 340 nm, fold over control;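 active means at 10 µM dose, initial 340 nm absorbance at least 2 fold that of control wells; inactive means change under 2 fold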;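 further: initial absorbance extrapolated from kinetic A340 decline of NADH oxidation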
# Numbers without * were called inactive; . = no result given.
SMILES,HEK293 NFkB inh,Autofluor 339,MMP13 inh,JNK3 blocker,NADH coupling,PKA inh,Ecoli tolC,ROCK2 inh,A340 absorber
CCOC(=O)c1ccccc1NC(=O)CSc1nnc(COc2ccccc2C)n1C,2.3,1.01,2.9,1.8,3.0%,3.8,48.6,-2.5,1.08
COc1ccc2c3c(cccc13)OCC2=O,16.2,1.68,-0.3,5.1,11.0%,14.5,-3.2,8.0,1.04
COCCCNc1nc2c([nH]1)c(=O)[nH]c(=O)n2C,20.5,1.18,1.6,-6.4,4.0%,0.5,-8.2,0.8,1
Cc1cccc(-c2noc(CCC(=O)NCc3ccccc3)n2)c1,10.1,1.11,-2.6,4.0,10.0%,7.3,2.5,4.6,1.01
Cc1ccc(C)c(N2CCN(C(=O)C3CCN(S(=O)(=O)c4cccc5nsnc45)CC3)CC2)c1,8.0,1.1,3.5,2.2,7.0%,0.6,29.3,1.6,0.99
Cc1ccc(NC(=O)COS(=O)c2ccc(C)cc2)cc1 (stereo unspecified),8.2,1.14,-1.6,-2.9,1.0%,1.7,13.2,-0.6,1.01
O=C(COC(=O)CCNS(=O)(=O)c1ccc(Cl)cc1)NCc1ccco1,17.4,1.1,0.1,-2.4,5.0%,5.9,-4.9,6.1,1
CCCS(=O)(=O)NCc1cn2c(C)csc2n1,-6.7,1.1,-0.4,-3.3,7.0%,6.9,4.6,3.1,1.06
CN(c1ccccc1)S(=O)(=O)c1ccc(C(=O)Nc2nnc(-c3ccc(F)cc3)o2)cc1,9.3,1.21,7.4,-1.8,6.0%,12.5,100.0*,6.0,1.05
Cc1cccc(S(=O)(=O)C(C#N)c2nc3ccccc3nc2N2CCOCC2)c1 (stereo unspecified),19.4,1.35,-4.9,-6.1,4.0%,-5.2,41.9,-0.8,1.04
CCCS(=O)(=O)N1CCCC(C(=O)NCCCN(Cc2ccccc2)C(C)C)C1 (stereo unspecified),13.7,1.07,1.8,0.0,4.0%,6.7,-21.5,3.4,0.99
CCn1c(SCC(=O)NCc2cccs2)nnc1-c1ccncc1,5.6,1.11,-1.6,-2.2,1.0%,9.9,-7.2,8.7,1.01
CC(=C1C2C=CC1C1C(=O)NC(=O)C21)c1ccccc1 (stereo unspecified),17.0,1.1,-10.5,-3.4,3.0%,-5.5,4.4,-0.3,1.03
Nc1ccc(C23CC4CC(CC(O)(C4)C2)C3)cc1,15.6,1.08,-8.3,2.2,1.0%,4.1,-5.4,2.4,1.03
Cc1c(C(=O)NC(C)CN2CCCCC2)oc2ccccc12 (stereo unspecified),6.8,1.09,0.5,-3.1,3.0%,0.3,-11.5,1.8,1.02
COc1ccc(-c2nn(-c3ccccc3)cc2C(=O)NCCCn2ccnc2)cc1,8.4,1.03,-2.5,1.2,4.0%,4.2,-2.9,3.2,0.99
CCOc1cccc(C(=O)Nc2ccccc2N2CCN(C(=O)C(C)C)CC2)c1,2.0,1.12,6.0,1.4,2.0%,6.3,8.4,-0.3,1.03
Cc1nnc(C)n1/N=C/c1ccc(C(C)C)cc1,9.0,1.09,6.5,-2.2,8.0%,14.4,-4.6,6.7,1
O=C(O)CCC(=O)N1CCN(c2ccc(C(=O)c3ccc(F)cc3)cc2)CC1,19.4,1.02,5.7,1.5,5.0%,-2.4,-3.8,-1.5,1.24
O=C(O)/C=C1\NC(=O)c2ccccc21,.,1.09,.,.,4.0%,.,-12.8,.,1.13
COc1cc(C(=O)Nc2ccc3c(c2)C(=O)N(CCC(=O)O)C3=O)cc(OC)c1OC,12.6,1.02,1.9,4.5,4.0%,10.8,1.2,4.6,1.04
COc1cccc(C(=O)CSc2nnc(CNc3nc(-c4ccccc4)cs3)n2C)c1,1.6,1.07,0.8,-5.0,3.0%,8.4,11.2,2.8,0.98
O=C(CCCn1c(=S)[nH]c2ccccc2c1=O)N1CCOCC1,5.5,1.01,1.8,11.8,5.0%,9.1,3.4,5.7,1.08
O=C(NCC1CCCO1)C1CCN(C(=O)c2ccc(Cl)cc2)CC1 (stereo unspecified),17.5,1.08,2.5,-0.1,6.0%,9.3,1.5,9.1,1.02
COc1ccccc1-n1c(C)nnc1SCC(=O)Nc1cccc(C(C)=O)c1,-12.2,1.05,0.5,7.3,2.0%,10.7,0.5,2.0,0.98
O=C(Cn1nnc(-c2ccc(Cl)cc2)n1)NC1CC2CCC1C2 (stereo unspecified),16.7,1.04,-3.1,9.7,4.0%,5.9,12.2,-2.0,1
CCOC(=O)c1oc2ccc(CNCCO)c(Cl)c2c1C,8.9,1.13,-4.1,5.1,6.0%,6.2,-2.1,-1.8,1.02
Cc1cc(-c2csc(NC(=O)c3ccc(=O)n(C)n3)n2)c(C)n1CC1CCCO1 (stereo unspecified),-11.1,1.03,1.7,-4.9,5.0%,2.7,-5.2,-0.3,1.04
Cc1csc(NC(=O)C2CCN(C(=O)CSc3nnc(C)n3Cc3ccccc3)CC2)n1,-0.6,1.05,0.9,-8.6,6.0%,1.6,-5.3,-1.1,0.98
Cc1cc(C)n(CCOc2nonc2N)n1,10.6,1.06,-5.0,3.1,4.0%,6.6,-16.6,4.6,0.96
O=C(CCC1CCCC1)Nc1ccc(Br)cn1,-13.0,1.05,-0.8,8.7,5.0%,4.6,0.2,2.4,1.01
CN(C)c1ccc(NC(=O)CSc2nc3c(c(=O)[nH]2)CCCC3)cc1,4.4,1.03,4.5,-1.2,4.0%,5.8,-9.2,4.7,0.99
COC(=O)c1nnn(-c2nonc2N)c1CN1CCc2ccccc21,5.9,1.13,4.8,-8.2,3.0%,10.7,11.3,10.6,1.05
CCOCCCNC(=O)CCNS(=O)(=O)c1ccc(C)cc1,12.0,1,3.6,.,11.0%,5.5,-13.5,.,0.97
Cc1cc(=O)oc(C)c1C(=O)N1CCc2c([nH]c3ccccc23)C1C(C)C (stereo unspecified),16.4,1.07,-3.0,6.2,6.0%,-5.8,4.9,1.4,1.06
Nc1ccc2oc(-c3cccc4ccccc34)nc2c1,-1.3,1.94,-2.0,4.0,10.0%,4.5,37.7,1.0,1.1

# Full records as entered above.
# Cc1cc(C)n(CCOc2nonc2N)n1 reads HEK293 NFkB inh = 10.6; Autofluor 339 = 1.06; MMP13 inh = -5.0; JNK3 blocker = 3.1; NADH coupling = 4.0%; PKA inh = 6.6; Ecoli tolC = -16.6; ROCK2 inh = 4.6; A340 absorber = 0.96
# O=C(Cn1nnc(-c2ccc(Cl)cc2)n1)NC1CC2CCC1C2 (stereo unspecified) reads HEK293 NFkB inh = 16.7; Autofluor 339 = 1.04; MMP13 inh = -3.1; JNK3 blocker = 9.7; NADH coupling = 4.0%; PKA inh = 5.9; Ecoli tolC = 12.2; ROCK2 inh = -2.0; A340 absorber = 1

# Remaining list, next part
SMILES,HEK293 NFkB inh,Autofluor 339,MMP13 inh,JNK3 blocker,NADH coupling,PKA inh,Ecoli tolC,ROCK2 inh,A340 absorber
Nc1nnc(-c2cn(-c3ccccc3)nc2-c2ccccc2)o1,1.7,1.08,-45.8,-1.1,2.0%,4.9,20.9,3.5,0.99
COc1cc2c(cc1OC)C(c1ccc3c(c1)OCO3)CC(=O)N2 (stereo unspecified),13.9,1.09,-4.5,0.0,9.0%,1.0,-0.9,2.6,1.04
c1ccc(-n2nnc3cnccc32)cc1,-3.3,1.1,2.2,5.6,9.0%,5.6,-14.4,12.3,1
CCC(=O)Nc1nnc(-c2ccc(OC)cc2)o1,0.7,1.09,3.0,2.1,3.0%,2.0,-3.4,3.5,1.03
O=C(c1nc2ncccn2n1)N1CCc2ccccc2C1,8.9,1.09,-1.3,-0.6,2.0%,1.0,-15.1,-1.4,1.02
Cc1cc2oc(C(=O)NCc3ccncc3)c(C)c2cc1C,13.6,1.1,-21.7,4.8,4.0%,-9.2,32.7,-2.2,1.04
c1ccc2c(c1)sc1nnnn12,25.2,1.05,-3.3,-1.9,3.0%,-0.6,-14.1,-1.5,0.98
CCOC(=O)N1CCN(C(=O)COc2ccc(S(=O)(=O)NC(C)C)cc2)CC1,-0.3,1.04,-2.8,-0.9,1.0%,9.1,-6.4,3.7,0.99
CCc1nc(SCc2cc(Cl)ccc2OC)n[nH]1,3.8,1.04,-6.5,-1.8,2.0%,6.6,11.3,3.1,1
COc1ccc(S(=O)(=O)N2CCN(CC(=O)Nc3cccc(F)c3)CC2)cc1,17.1,1.11,1.8,-4.6,4.0%,-3.5,5.7,1.2,1.01
CC(=O)Nc1ccc(NS(=O)(=O)Cc2ccccc2)cc1,10.0,1.1,3.4,4.6,1.0%,-5.1,-1.8,0.0,1.05
CCN(Cc1ccccc1)S(=O)(=O)c1ccc(S(=O)(=O)N2CCN(C)CC2)cc1,7.7,1.07,-1.1,2.0,3.0%,-1.2,-2.1,-0.2,1.03

# Random excerpt: two compounds from above.
SMILES,HEK293 NFkB inh,Autofluor 339,MMP13 inh,JNK3 blocker,NADH coupling,PKA inh,Ecoli tolC,ROCK2 inh,A340 absorber
Cc1cc(=O)oc(C)c1C(=O)N1CCc2c([nH]c3ccccc23)C1C(C)C (stereo unspecified),16.4,1.07,-3.0,6.2,6.0%,-5.8,4.9,1.4,1.06
CCOCCCNC(=O)CCNS(=O)(=O)c1ccc(C)cc1,12.0,1,3.6,.,11.0%,5.5,-13.5,.,0.97

# New compounds follow:
SMILES,HEK293 NFkB inh,Autofluor 339,MMP13 inh,JNK3 blocker,NADH coupling,PKA inh,Ecoli tolC,ROCK2 inh,A340 absorber
O=S(=O)(NCCNS(=O)(=O)c1ccccc1)c1ccccc1,.,1.04,.,.,1.0%,.,-12.8,.,1.03
Cn1c(=O)c2c(nc(N3CCOCC3)n2CCSc2nc3ccccc3s2)n(C)c1=O,12.3,1.12,1.5,-3.2,10.0%,-8.9,2.8,-1.2,1.04
Cc1cccc2cc(CN(CC3CCCO3)C(=O)c3cccnc3)c3nnnn3c12 (stereo unspecified),5.6,1.05,0.8,-0.2,7.0%,-4.8,5.5,-4.8,0.97
CCN1C2=NCCCN2c2cc(C)c(C)cc21,15.2,1.09,-3.6,0.5,4.0%,-5.9,-1.8,-2.8,1.02
CSc1oc(-c2ccco2)nc1S(=O)(=O)c1ccccc1,9.4,1.11,0.8,-2.1,3.0%,4.5,8.5,0.4,1.06
Cc1nn(CC(=O)NCCN2CCOCC2)c(=O)c2ccccc12,.,1.06,-4.2,2.4,3.0%,-10.3,6.0,-9.5,1.02
CCOc1ccc(S(=O)(=O)N(C)c2ccc(OCC(=O)Nc3ccc4[nH]c(=O)[nH]c4c3)cc2)cc1,11.1,1.08,4.5,.,0.0%,1.5,25.8,.,1.04
CCCNS(=O)(=O)c1ccc(OCC(=O)NCc2ccco2)cc1,2.1,1.05,3.8,-3.7,1.0%,8.2,1.6,7.7,1.01
CC(C)(C)c1ccc(-c2nnc3sc(-c4ccccn4)nn23)cc1,22.1,1.14,-6.7,-0.2,1.0%,8.2,14.6,6.4,0.98
CS(=O)(=O)Nc1cccc(C(=O)CC2(O)C(=O)Nc3ccc(Br)cc32)c1 (stereo unspecified),4.4,1.07,-1.5,-9.8,6.0%,-2.0,-16.2,-2.4,1.04
Cc1cc2oc(C(=O)Nc3c(C)n(C)n(-c4ccccc4)c3=O)c(C)c2cc1C,13.7,1.14,1.7,-1.3,4.0%,-7.5,4.8,-2.2,1.03
Cc1ccccc1NC(=O)C1CCCN1S(=O)(=O)c1cccc2cccnc12 (stereo unspecified),-3.0,1.09,6.4,3.2,3.0%,6.5,3.3,1.4,1.02
CCCc1ccc(C(=O)N2CCN(c3ccccc3OCC)CC2)cc1,9.4,1.08,3.8,-1.2,7.0%,6.8,60.3,4.3,0.99
CN(C)S(=O)(=O)c1ccc(C(=O)OCc2ccc(C#N)cc2)cc1,20.5,1.05,-2.8,-0.7,4.0%,-0.8,3.9,-3.4,1.01

# Source: PubChem

# Some of the compounds tested, so the mix of outcomes need not match the whole.
